NPYLR7 ag: activates Aedes aegypti NPYLR7 receptor; HEK293T NPYLR7/Galpha15, GCaMP6s calcium fluorescence; activation, % at 10 µM; 270,000 tested, 0.15% active; AID 1259423; in the data active = activation above about 40%;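 note: 0% = vehicle and 100% = reference agonist at the receptor; some compounds past the cut are filed as inactive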
hcGAS lum: blocks human cGAS activity; Q8N884; recombinant h-cGAS, ATP depletion, Kinase-Glo luminescence; inhibition, % at 12.5 µM; 290,000 tested, 0.081% active; AID 1259398;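 note: 0% = vehicle reaction and 100% = reaction without DNA for no activity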
Target sequence (Q8N884 whole entry, looked up): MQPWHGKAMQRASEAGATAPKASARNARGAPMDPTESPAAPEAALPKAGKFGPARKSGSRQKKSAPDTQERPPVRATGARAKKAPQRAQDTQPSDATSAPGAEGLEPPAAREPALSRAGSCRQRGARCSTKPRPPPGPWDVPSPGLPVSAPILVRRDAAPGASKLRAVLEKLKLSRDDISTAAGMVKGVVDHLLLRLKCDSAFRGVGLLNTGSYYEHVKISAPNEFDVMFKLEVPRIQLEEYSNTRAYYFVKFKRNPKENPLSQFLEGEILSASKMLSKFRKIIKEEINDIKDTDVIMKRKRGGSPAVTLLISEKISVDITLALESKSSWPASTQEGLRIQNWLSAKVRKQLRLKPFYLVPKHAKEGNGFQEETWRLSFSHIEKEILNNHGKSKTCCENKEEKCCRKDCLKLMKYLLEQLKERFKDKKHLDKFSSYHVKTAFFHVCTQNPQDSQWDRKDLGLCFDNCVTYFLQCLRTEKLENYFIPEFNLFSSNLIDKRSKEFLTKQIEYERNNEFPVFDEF
mcGAS lum: mouse cGAS inhibition by luminescence; Q8C6L5; recombinant cGAS, Kinase-Glo ATP depletion luminescence; inhibition, % at 12.5 µM; 160,000 tested, 0.15% active; AID 1259399;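 note: 0% = negative control wells and 100% = reference inhibitor with no enzyme activity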
Starred values were filed as active, the others as inactive. Cut-off read from the data, not from the text of the source, unless noted: active = inhibition above about 40%; inactive = the rest.

How did CCSc1nnc2c(n1)OC(c1cccc(C)n1)Nc1ccccc1-2 (configuration not stated) do in these assays?
NPYLR7 ag: 7; hcGAS lum: 4; mcGAS lum: -2

Results for N#Cc1ccccc1NC(=O)c1cnc(-c2ccc3c(c2)OCO3)s1 ?
NPYLR7 ag: 11; hcGAS lum: -5

How did Cc1c(Br)cccc1NC(=O)C1(C)CCN1Cc1ccccc1OC(F)F (configuration not stated) do in these assays?
NPYLR7 ag: 6; hcGAS lum: -9

What do the screens show for `CC1CCN(C(=O)Nc2c[nH]c3ccccc23)CC1`?
NPYLR7 ag: 3; hcGAS lum: -6; mcGAS lum: -8

Results for O=C1c2c(O)cccc2Cc2cccc(O)c21 ?
NPYLR7 ag: -9; hcGAS lum: -9

Results for Cc1nc(-c2ccc(C(=O)NC3CCc4ccc(F)cc43)cc2)n[nH]1 (configuration not stated) ?
NPYLR7 ag: -2; hcGAS lum: 2; mcGAS lum: 4

What do the screens show for `Cc1ccc(C2=NOC(CN(Cc3ccc(F)cc3)C(=O)c3ccccc3F)C2)cc1` (configuration not stated)?
NPYLR7 ag: 24; hcGAS lum: -9; mcGAS lum: -10

How did O=C(NCCCc1ccccn1)c1ccc(N[C@H]2CCCC[C@@H]2O)nc1 do in these assays?
NPYLR7 ag: 8; hcGAS lum: -4; mcGAS lum: -17

How did CCC/C=C/c1ccc(Cl)c(C(=O)NC)c1 do in these assays?
NPYLR7 ag: -2; hcGAS lum: 0

How did Cc1ccc2sc(N(Cc3ccccn3)C(=O)C3=COCCO3)nc2c1C do in these assays?
NPYLR7 ag: 1; hcGAS lum: -12; mcGAS lum: -13

Results for CCn1c(-c2ccccc2)csc1=Nc1ccc2[nH]c(=O)[nH]c2c1 ?
NPYLR7 ag: -22; hcGAS lum: -10

What do the screens show for `COC(=O)N1CCC(=O)N(CCC#N)C[C@H]2COc3cc(OC)ccc3[C@H]21`?
NPYLR7 ag: 22; hcGAS lum: 3; mcGAS lum: -7

How did CCOc1ccc(-c2nc(N3CCN(C(c4ccccc4)c4ccccc4)CC3)c3ccccc3n2)cc1 do in these assays?
NPYLR7 ag: -1; hcGAS lum: -1; mcGAS lum: -5

Results for CC(C)NC(=O)c1ccnc(N2CC(c3cccnc3)C2)c1 ?
NPYLR7 ag: 29; hcGAS lum: -2; mcGAS lum: -18

How did COC(=O)C1CCN(C(c2ccc(F)cc2)C2Sc3nc(C)nn3C2=O)CC1 (configuration not stated) do in these assays?
NPYLR7 ag: 3; hcGAS lum: 2

Results for O=C1CC(c2ccccc2)Cc2nc3nc4ccccc4n3cc21 (configuration not stated) ?
NPYLR7 ag: 11; hcGAS lum: -4

Results for C=CCN1C(=O)NC(=O)/C(=C/c2cccc(OCc3ccccc3Cl)c2)C1=O ?
NPYLR7 ag: -6; hcGAS lum: -1; mcGAS lum: 1

How did CCCc1nc(N2CCN(Cc3ccc(F)cc3)CC2)c2cnn(-c3ccccc3)c2n1 do in these assays?
NPYLR7 ag: -1; hcGAS lum: -1; mcGAS lum: -4

What do the screens show for `Cc1cccc(NC(=O)Nc2cccc3c2N(Cc2cc(=O)n(C)c(=O)n2C)CCC3)c1`?
NPYLR7 ag: -2; hcGAS lum: -1; mcGAS lum: -9

What do the screens show for `CC(C)C(=O)Nn1ccc2c(cnc3nc(-c4cccnc4)nn32)c1=O`?
NPYLR7 ag: 0; hcGAS lum: 3

6 entries from above, arranged by molar mass, low to high.
Results for O=C1c2c(O)cccc2Cc2cccc(O)c21 ?
NPYLR7 ag: -9; hcGAS lum: -9

What do the screens show for `CC1CCN(C(=O)Nc2c[nH]c3ccccc23)CC1`?
NPYLR7 ag: 3; hcGAS lum: -6; mcGAS lum: -8

Results for O=C1CC(c2ccccc2)Cc2nc3nc4ccccc4n3cc21 (configuration not stated) ?
NPYLR7 ag: 11; hcGAS lum: -4

Results for Cc1nc(-c2ccc(C(=O)NC3CCc4ccc(F)cc43)cc2)n[nH]1 (configuration not stated) ?
NPYLR7 ag: -2; hcGAS lum: 2; mcGAS lum: 4

How did Cc1ccc2sc(N(Cc3ccccn3)C(=O)C3=COCCO3)nc2c1C do in these assays?
NPYLR7 ag: 1; hcGAS lum: -12; mcGAS lum: -13

How did CCCc1nc(N2CCN(Cc3ccc(F)cc3)CC2)c2cnn(-c3ccccc3)c2n1 do in these assays?
NPYLR7 ag: -1; hcGAS lum: -1; mcGAS lum: -4

(listing goes on)
How did O=C1CC(NCc2ccncc2)C(=O)N1c1cccc(Cl)c1 (configuration not stated) do in these assays?
NPYLR7 ag: 1; hcGAS lum: 3; mcGAS lum: 3

Results for CCC(C(=O)N(Cc1ccco1)Cc1cc(NC(=O)c2ccccc2Cl)ccc1N(C)C)c1ccccc1 (configuration not stated) ?
hcGAS lum: -3; mcGAS lum: -3

What do the screens show for `CC(=O)N1CCCCC1C1=CCCN(CCSc2ccccc2)C1` (configuration not stated)?
NPYLR7 ag: 17; hcGAS lum: -7; mcGAS lum: -13

Results for Cc1cccc(C(=O)Nc2c3c(nn2C(C)(C)C)CSC3)c1 ?
NPYLR7 ag: 0; hcGAS lum: 0; mcGAS lum: -4

How did Nc1nnc(C23CC4CC(CC(C4)C2)C3)s1 do in these assays?
NPYLR7 ag: -4; hcGAS lum: -5

Results for CCOC(=O)C(C#N)C1=NCCC1 (configuration not stated) ?
NPYLR7 ag: -5; hcGAS lum: -4

How did CN1CCc2ccccc2C1C1CCNCC1 (configuration not stated) do in these assays?
NPYLR7 ag: -1; hcGAS lum: 6

How did Cc1ccc(C2(c3ccccc3)NC(=O)N(CN3CCN(C(=O)C4CC4)CC3)C2=O)cc1C (configuration not stated) do in these assays?
NPYLR7 ag: -1; hcGAS lum: -2

How did Cc1ccccc1-n1nc(C(C)(C)C)cc1NC(=O)C(Cc1ccccc1)NC(=O)/C=C/c1ccc([N+](=O)[O-])cc1 (configuration not stated) do in these assays?
NPYLR7 ag: -2; hcGAS lum: 1; mcGAS lum: -3

How did Cc1ccsc1C(O)c1nnc(Nc2c(C)cccc2C)s1 (configuration not stated) do in these assays?
NPYLR7 ag: 3; hcGAS lum: -1; mcGAS lum: -2

How did Cc1c(Cl)cccc1NC(=O)c1nn2c(C(F)(F)F)cc(-c3cccs3)nc2c1Cl do in these assays?
NPYLR7 ag: -10; hcGAS lum: 6; mcGAS lum: -1

What do the screens show for `O=C(Nc1ccc(Br)nc1Cl)c1cc(F)ccc1F`?
NPYLR7 ag: 5; hcGAS lum: -3; mcGAS lum: -15

Reprinted from above for reference:
Results for CCOC(=O)C(C#N)C1=NCCC1 (configuration not stated) ?
NPYLR7 ag: -5; hcGAS lum: -4

How did CN1CCc2ccccc2C1C1CCNCC1 (configuration not stated) do in these assays?
NPYLR7 ag: -1; hcGAS lum: 6

How did Cc1ccc(C2(c3ccccc3)NC(=O)N(CN3CCN(C(=O)C4CC4)CC3)C2=O)cc1C (configuration not stated) do in these assays?
NPYLR7 ag: -1; hcGAS lum: -2

How did Cc1ccccc1-n1nc(C(C)(C)C)cc1NC(=O)C(Cc1ccccc1)NC(=O)/C=C/c1ccc([N+](=O)[O-])cc1 (configuration not stated) do in these assays?
NPYLR7 ag: -2; hcGAS lum: 1; mcGAS lum: -3

How did Cc1ccsc1C(O)c1nnc(Nc2c(C)cccc2C)s1 (configuration not stated) do in these assays?
NPYLR7 ag: 3; hcGAS lum: -1; mcGAS lum: -2

How did Cc1c(Cl)cccc1NC(=O)c1nn2c(C(F)(F)F)cc(-c3cccs3)nc2c1Cl do in these assays?
NPYLR7 ag: -10; hcGAS lum: 6; mcGAS lum: -1

What do the screens show for `O=C(Nc1ccc(Br)nc1Cl)c1cc(F)ccc1F`?
NPYLR7 ag: 5; hcGAS lum: -3; mcGAS lum: -15

Source: PubChem BioAssay (Fisher Drug Discovery Resource Center)
